Screens as filed in PubChem.
LMNA splice mod – qHTS Assay for Modulators of Lamin A Splicing; HeLa LMNA splicing GFP/RFP minigene ratio, 48 h; Potency, µM (top dose mostly 46.1 µM), without a hit: at the top dose ratio change, negative = inhibition, usual class: inhibitors; 200,000 tested, 0.01% active; AID 1487, 2009; active = well fitted inhibition curve with a large enough effect in the signal ratio, with a control signal flat, not every such curve was filed as active; inconclusive = small, poorly fitted or top-dose-only effect, or effect the other way, or a change in a side signal; the % refers to the signal ratio; note: % is set by controls: 0 for no effect and ±100 for the full control effect
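S3 HeLa cells stably expressing lamin A-EGFP splicing minigene plus DsRed2, 600 cells/well, 48 h compound exposure at 37C. Laser-scanning cytometry; analysed as GFP (500-530 nm)/RFP (575-640 nm) total intensity ratio; 0.5% DMSO vehicle.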
KDM4E inh – qHTS Assay for Inhibitors of Human Jumonji Domain Containing 2E (JMJD2E) | Lysine-specific demethylase 4E (Homo sapiens), B2RXH2 | JMJD2E catalytic domain, FDH-coupled NADH fluorescence (FDH is formaldehyde dehydrogenase) | Potency, µM (top dose mostly 57.1 µM), for inactives: top-dose activity change, negative = inhibition, most hits filed as inhibitors | 230,000 tested, 1.6% active; active = well fitted inhibition curve with a large enough effect, not every such curve was filed as active; inconclusive = small, poorly fitted or top-dose-only effect, or another doubt; inactive = no such curve, though single readings can be large or run the other way;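 note: 0% = wells with enzyme and -100% = buffer wells without enzyme; nearly all actives have a fitted effect of over 50% in size; many of its hits are not listed in these tables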
KinaseGlo FLuc – Counterscreen for Luciferase (Kinase-Glo TM) Inhibition. Kinase-Glo luciferase, ATP luminescence, 8 min. 200,000 tested, 0.28% active. Potency, µM (doses to about 38.3 µM), inactives show at the highest dose activity change, negative = inhibition, hits mostly inhibitors. Luciferin 4-monooxygenase (Photuris pensylvanica), Q27757; note: % is set by controls: 0 for no effect and ±100 for the full control effect; nearly all actives have a fitted effect of over 60% in size
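Substrate mix (final 50 mM imidazole pH 7.2, 50 mM KCl, 7 mM MgCl2, 10 uM ATP, 0.01% Tween 20, 0.05% BSA) plus pin-tool compound, then Kinase-Glo detection mix; 8 min ambient, luminescence read.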
ALDH1A1 inh – qHTS Assay for Inhibitors of Aldehyde Dehydrogenase 1 (ALDH1A1) | Aldehyde dehydrogenase 1A1 (Homo sapiens), P00352 | Purified ALDH1A1, NADH fluorescence, propionaldehyde substrate | Potency, µM (highest dose often 75.3 µM), inactives show top-dose activity, negative = inhibition, usual class: inhibitors | 220,000 tested, 7.3% active | AID 1030, 2008; active = well fitted inhibition curve with a large enough effect, not every such curve was filed as active; inconclusive = small, poorly fitted or top-dose-only effect, or another doubt; inactive = no such curve, though single readings can be large or run the other way;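 note: plate controls were no enzyme wells and a reference inhibitor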
L3MBTL1 inh – qHTS Assay for the Inhibitors of L3MBTL1 | Lethal(3)malignant brain tumor-like protein 1 (Homo sapiens), Q9Y468 | AlphaScreen L3MBTL1–H3K9me1 peptide binding | Potency, µM (doses to about 57.1 µM), inactives show top-dose activity, negative = inhibition, hits mostly inhibitors | 230,000 tested, 0.66% active | AID 485360, 2010; note: % is set by controls: 0 for no effect and ±100 for the full control effect; nearly all actives have a fitted effect of over 60% in size
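AlphaScreen assay: L3MBTL1 (50 nM final) was preincubated 30 min at room temperature with biotinylated H3(1-15)K9me1 peptide (75 nM final), then 30 min with library compounds; streptavidin donor and nickel chelate acceptor beads (10 ug/mL final) added, 30 min dark.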
Tau ThT inhib – qHTS for Inhibitors of Tau Fibril Formation, Thioflavin T Binding; Microtubule-associated protein tau (Homo sapiens), P10636; 270,000 tested, 2.1% active; recombinant tau K18 P301L (four-repeat tau fragment), heparin-induced fibrillization, ThT fluorescence; Potency, µM (highest dose often 57.4 µM), without a hit: top-dose activity, negative = inhibition, actives largely listed as inhibitors; note: % is set by controls: 0 for no effect and ±100 for the full control effect; nearly all actives have a fitted effect of over 55% in size
Target sequence (P10636 561-689 P618L limits assumed): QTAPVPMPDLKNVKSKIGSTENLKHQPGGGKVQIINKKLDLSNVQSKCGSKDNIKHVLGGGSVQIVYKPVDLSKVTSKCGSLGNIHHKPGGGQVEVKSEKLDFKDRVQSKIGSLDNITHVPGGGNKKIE
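Tau K18 P301L fragment (15 uM unlabeled plus 0.24 uM Alexa 594-labeled) in 100 mM sodium acetate pH 7 with compound, fibrillization induced by 20 uM heparin for 6 hr at 37 C. Thioflavin T (30 uM) added, fluorescence read after 1 hr (ex 450, em 510 nm).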
SMN2 splice enh – qHTS Assay for Enhancers of SMN2 Splice Variant Expression; AID 1458, 2008; 210,000 tested, 2.8% active; HEK293 SMN2-luciferase splicing reporter, luminescence, 30-36 h; Potency, µM (titrated, usually from 46.1 µM), for inactives: top-dose activity change, positive = activation, hits mostly activators; note: % of control where 0% means no effect; nearly all actives have a fitted effect of over 55% in size
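HEK293 cells carry an SMN2 […]–luciferase reporter in which exon 7 inclusion puts luciferase in frame. Cells were plated 10-12 h before compound addition, then incubated 30-36 h at 37C. ONE-Glo luminescence was read; sodium butyrate at 4.5 mM final served as control.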
RECQ1 helicase – qHTS Assay for Inhibitors of RecQ-Like Dna Helicase 1 (RECQ1); ATP-dependent DNA helicase Q1 (Homo sapiens), P46063; RECQ1 DNA unwinding, red fluorescence kinetic read; Potency, µM (doses to about 57.3 µM), for inactives: at the top dose activity, negative = inhibition, most hits filed as inhibitors; 240,000 tested, 0.54% active;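 note: plate controls were vehicle for no effect and no enzyme for full effect; nearly all actives have a fitted effect of over 30% in size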
Target sequence (P46063 whole entry, looked up): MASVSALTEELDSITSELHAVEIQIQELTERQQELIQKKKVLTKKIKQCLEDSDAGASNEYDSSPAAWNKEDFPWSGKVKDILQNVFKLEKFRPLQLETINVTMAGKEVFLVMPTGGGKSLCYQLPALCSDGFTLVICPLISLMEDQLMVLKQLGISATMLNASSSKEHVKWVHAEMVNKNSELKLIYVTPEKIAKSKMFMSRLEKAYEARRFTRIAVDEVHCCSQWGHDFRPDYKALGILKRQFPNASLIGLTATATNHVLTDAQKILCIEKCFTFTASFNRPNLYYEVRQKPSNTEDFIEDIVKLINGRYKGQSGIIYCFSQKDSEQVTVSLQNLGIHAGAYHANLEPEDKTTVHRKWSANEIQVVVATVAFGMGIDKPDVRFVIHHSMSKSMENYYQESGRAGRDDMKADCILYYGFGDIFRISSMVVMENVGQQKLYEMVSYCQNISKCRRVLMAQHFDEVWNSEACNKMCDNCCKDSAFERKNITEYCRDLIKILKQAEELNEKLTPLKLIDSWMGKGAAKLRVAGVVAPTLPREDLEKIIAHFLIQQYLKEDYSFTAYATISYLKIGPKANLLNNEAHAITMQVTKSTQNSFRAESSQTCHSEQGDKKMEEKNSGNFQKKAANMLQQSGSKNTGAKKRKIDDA
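50 nM RECQ1T1 preincubated 15 min with compound in Tris pH 8.0 buffer with MgCl2, DTT, Tween-20 and 2.5 ug/ml poly(dI-dC); started with 200 nM TAMRA/BHQ-2 forked duplex and 2 mM ATP. Unwinding read as fluorescence (525/598 nm), two reads 2 h apart.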
* = called active by the depositor; i = inactive; ? = inconclusive; nt = not tested or not shown; [ ] = remark or other dose. Unless noted, calls come from the whole dose curve; as a rule, active = well fitted curve in the direction sought with a large enough effect; inconclusive = small, poorly fitted or top-dose-only effect, or another doubt; inactive = no such curve, though single readings can be large; an effect the other way counts as inactive or inconclusive. Potency is the fitted concentration of half-maximal effect. This is a subset; the hit share may differ from the screen's.

Second line of a record: LMNA splice mod | KDM4E inh | KinaseGlo FLuc | ALDH1A1 inh | L3MBTL1 inh | Tau ThT inhib | SMN2 splice enh | RECQ1 helicase
1	CNS(=O)(=O)c1ccc2c(c1)oc(=O)c1cc(S(=O)(=O)NC)ccc12
  nt | 1% | -1% | -1% | nt | -6% | -22% | i
2	CC1=CC(C)(C)N2C(=O)C(=Nc3ccc(O)cc3)c3cccc1c32
  nt | 13µM* | nt | nt | 11µM* | 13µM* | nt | -29%
3	CC(C)C(c1nnnn1Cc1ccco1)N1CCN(c2cccc(Cl)c2)CC1 (stereo not given)
  ? | -2% | 0% | -4% | -11% | -14% | -23% | -22%
4	CO/N=C(\N)c1ccc([N+](=O)[O-])cc1
  -9% | 6% | 13% | 3% | 8% | -6% | 5% | -4%
5	CC[N+](CC)(CC(=O)Nc1c(C)cccc1C)Cc1ccccc1
  ? | -3%[25.5 µM] | -2%[17.1 µM] | 5%[20.9 µM] | nt | nt | 0%[20.6 µM] | i
6	COc1cccc(NC(=O)c2nc3nc(C)cc(C(F)F)n3n2)c1
  -9% | -6% | 1% | -2% | -1% | -8% | 18% | i
7	COCCCNC(=O)CN(c1cc(Cl)ccc1OC)S(=O)(=O)c1ccc(C)c([N+](=O)[O-])c1
  13%[46 µM] | -9% | 2% | -8% | -3% | -4% | nt | i
8	O=C(COC(=O)Cc1ccc(Cl)cc1)Nc1cc(S(=O)(=O)N2CCOCC2)ccc1N1CCCC1
  15% | 5% | -2% | ? | -3% | -3% | -10% | -2%
9	CSc1ccc(/C=N/Nc2nc(C)cc(=O)[nH]2)cc1
  21%[46 µM] | ? | -18% | -4% | 6% | ? | 23% | -17%
10	CC(C)(C)c1ccccc1NC(=S)NCc1ccccc1
  -4% | -1% | -2% | 1% | -14% | -1% | -24% | -1%
11	Cc1c(NC(=O)c2c(N)sc3c2CCCC3)c(=O)n(-c2ccccc2)n1C
  ? | -26% | -1% | ? | nt | ? | -8% | ?
12	CCOC(=O)C1CCN(S(=O)(=O)c2cccc(-c3cn4cc(C)ccc4n3)c2)CC1
  6%[0.0737 µM] | ? | 1% | -1% | 6% | -8% | -48%[inhibitor] | i
13	COC(=O)CN1C(=S)N(c2ccc(F)cc2)C(=O)C1CC(=O)Nc1ccc(F)cc1 (stereo not given)
  nt | 1% | nt | nt | -7% | -12% | nt | -1%
14	COc1cc(NS(=O)(=O)c2ccc(NC(=O)/C(=C\c3ccccc3OC)NC(=O)c3ccccc3)cc2)nc(OC)n1
  -9% | -25% | 3% | -6% | -2% | -13% | -4% | -8%
15	COCC(=O)Nc1cccc(C(F)(F)F)c1
  1% | 3% | -1% | -2% | 20%[11.4 µM] | 7% | 3.5µM* | 1%
16	CC(=O)Nc1cc(C(=O)OCc2cccc([N+](=O)[O-])c2)ccc1C
  ? | -6% | 2% | 1% | 8% | 1% | 3% | i
17	O=C(Cn1c(=O)c2c(ncn2Cc2ccccc2)n(Cc2ccccc2)c1=O)NC1CC1
  10% | -2% | nt | 8% | -2% | -7% | nt | i
18	c1ccc(CCC2=NCCn3cccc32)cc1
  6% | ? | -2% | ? | -5% | -16% | 2% | -1%
19	CCC(C)Nc1nc(N)c([N+](=O)[O-])c(Nc2cc(OC)ccc2OC)n1 (stereo not given)
  nt | ? | nt | nt | -23% | 16µM* | nt | -8%
20	CCOc1ccccc1NC(=O)C1CC2CCCC(C1)C2=O (stereo not given)
  -6% | 19% | 2% | 5% | nt | 1% | ? | -3%
21	CCCCn1c(CCNC(=O)c2cccs2)nc2ccccc21
  1% | 2% | 4% | -12% | nt | -4% | 9% | -12%
22	CCOC(=O)N1CCc2c(sc(N)c2C#N)C1
  nt | ? | nt | nt | -7% | ? | nt | -1%
23	CCN(CC(=O)N1CCc2ccccc2C1)S(=O)(=O)c1ccc2ccccc2c1
  -4% | 3% | 2% | ? | nt | -19% | -14% | -10%
24	CC1Cc2ccccc2N1c1ncnc(N)c1[N+](=O)[O-] (stereo not given)
  ? | 1% | 5% | ? | -24% | ? | -10% | i
25	CN(C)c1nc2sc3c(c2c(=O)n1C)CC(C)(C)OC3
  -6% | -7% | nt | ? | -1% | -8% | nt | -2%
26	Cc1ccc(-n2c(C)cc(/C=N/NC(=O)CN(c3ccc(C)cc3C)S(C)(=O)=O)c2C)cc1
  ? | -13% | -3% | ? | -3% | ? | -24% | -4%
27	COc1cccc(C2=NOC(C(=O)Nc3cccnc3Cl)C2)c1 (stereo not given)
  ? | -4% | 9% | -2% | nt | 0% | -29% | -2%
28	O=C(Nc1nc2ccc([N+](=O)[O-])cc2s1)C1CCCO1 (stereo not given)
  nt | 0% | 1% | ? | 3% | -10% | ? | 20%
29	Cc1ccc(N=Nc2c(N)n(-c3ccccc3)[nH]c2=O)cc1
  5% | -2% | -11% | -9% | ? | 3.2µM* | ? | -7%
30	Cc1[nH]c(=O)[nH]c1CN1CCCCC1
  1% | -5% | 2% | 0% | 0% | -13% | -10% | i
31	COc1ccc(CN=C(Nc2ccccc2)SC2CC(=O)N(C)C2=O)cc1 (stereo not given)
  0% | -1% | -3% | -15% | 2% | 10% | 26% | 9%
32	O=C(COC(=O)c1cccc(S(=O)(=O)NCc2ccccc2)c1)Nc1ccccc1OC(F)F
  -1% | 4% | 2% | 12% | nt | -3% | -8% | -15%
33	O=c1cc(-c2ccccc2)oc2ccc(O)cc12
  nt | -5% | nt | nt | 8% | ? | nt | -8%
34	COc1cc(OC)cc(C(=O)N(Cc2cc3cc(C)ccc3[nH]c2=O)C(C)C)c1
  8% | -1% | 0% | ? | -7% | -3% | -1% | -10%
35	O=C(CSc1nc2ccccc2[nH]1)Nc1nc(-c2ccc(Br)cc2)cs1
  ? | -3% | 2% | 13% | 7% | -5% | -36%[inhibitor] | -4%
36	CCc1nnc(NC(=O)c2ccc(S(=O)(=O)N(CCOC)CCOC)cc2)o1
  -4% | -4% | -2% | -8% | -28% | -9% | -9% | -1%
37	COc1ccc(CCNc2oc(COc3ccccc3)nc2C#N)cc1
  ? | 6% | 3% | ? | -8% | ? | 1% | -14%
38	O=C(COC(=O)C(Cc1ccccc1)NC(=O)c1ccc(Cl)cc1)c1ccc(Cl)cc1 (stereo not given)
  -4% | -4% | 0% | ? | 14% | 2% | -12% | -7%
39	Cc1ccc(NC(=O)COC(=O)CSC(=S)N2CCOCC2)cc1
  nt | -8% | 9% | -9% | nt | -9% | 26% | -9%
40	CC(C)COc1ccc(C(=O)Nc2scc(-c3ccc(Cl)cc3Cl)c2C(N)=O)cc1
  -1% | ? | 4% | ? | 8% | -16% | -43%[inhibitor] | -11%
41	CN(CCO)C(=O)c1ccc(-c2nn(C)c(=O)c3ccccc23)cc1
  13%[9.22 µM] | 0% | -1% | -5% | 1% | -6% | nt | 0%
42	CCN1CCN(C(=O)C(NS(=O)(=O)c2ccc3nc(C)sc3c2)C(C)C)CC1 (stereo not given)
  0% | -2% | 3% | 9% | 3% | -3% | -5% | -5%
43	C=CC(C1=CC(=O)C(OC)=CC1=O)c1ccc(O)cc1 (stereo not given)
  nt | ? | 0% | 0% | nt | 32µM* | -2% | -7%
44	COc1cccc(Cn2c(N)c(C#N)c3nc4ccccc4nc32)c1OC
  15% | -14% | 8% | ? | 8% | -15% | -23% | -1%
45	CCCCN=C1N/C(=C\c2ccco2)C(=O)N1c1ccccc1
  7% | ? | -1% | ? | -12% | ? | 4% | 5%
46	CCn1cc(C(=O)OCC(=O)N(C)C2CCS(=O)(=O)C2)c(=O)c2ccc(C)nc21 (stereo not given)
  1% | -3% | -1% | 14% | 0% | -6% | -5% | 0%
47	CC(=O)c1ccc(NC(=S)Nc2ccc(Br)c(Cl)c2)cc1
  -2%[46 µM] | -5% | -1% | ? | 3% | 9% | 0% | i
48	CCOC(=O)C1=C(C)NC(=O)NC1/C=C/c1ccccc1OC (stereo not given)
  nt | 0% | 0% | -3% | 0% | -3% | -6% | i

Random excerpt: 5 entries already listed.
Second line of a record: LMNA splice mod | KDM4E inh | KinaseGlo FLuc | ALDH1A1 inh | L3MBTL1 inh | Tau ThT inhib | SMN2 splice enh | RECQ1 helicase
5	CC[N+](CC)(CC(=O)Nc1c(C)cccc1C)Cc1ccccc1
  ? | -3%[25.5 µM] | -2%[17.1 µM] | 5%[20.9 µM] | nt | nt | 0%[20.6 µM] | i
36	CCc1nnc(NC(=O)c2ccc(S(=O)(=O)N(CCOC)CCOC)cc2)o1
  -4% | -4% | -2% | -8% | -28% | -9% | -9% | -1%
38	O=C(COC(=O)C(Cc1ccccc1)NC(=O)c1ccc(Cl)cc1)c1ccc(Cl)cc1 (stereo not given)
  -4% | -4% | 0% | ? | 14% | 2% | -12% | -7%
42	CCN1CCN(C(=O)C(NS(=O)(=O)c2ccc3nc(C)sc3c2)C(C)C)CC1 (stereo not given)
  0% | -2% | 3% | 9% | 3% | -3% | -5% | -5%
19	CCC(C)Nc1nc(N)c([N+](=O)[O-])c(Nc2cc(OC)ccc2OC)n1 (stereo not given)
  nt | ? | nt | nt | -23% | 16µM* | nt | -8%
